Screening data as filed in PubChem BioAssay.
TAAR1 antagonist: antagonists of human TAAR1; Q96RJ0; inhibition, % at 3 µM; CHO RD-HGA16 TAAR1, Fluo-8 calcium fluorescence, antagonist; actives 1.5% (n = 360,000);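 active = inhibition above a per-plate cutoff, the mean inhibition of test compounds on that plate plus 3 SD, cut at about 49% in these data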;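 also: 0% = DMSO plus EC80 beta-PEA response and 100% = DMSO alone without agonist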
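Test system: RD-HGA16 CHO cells with stable hTAAR1 and Gα16 / Probe or stimulus: EC80 β-phenethylamine stimulus / Times: seeding 17-24 h prior, 75-min 37 °C, 30-min RT dye loading / Detection: Fluo-8 calcium-sensitive fluorescence / Read-out basis: % inhibition scaled between DMSO and EC80 PEA controls / Repeats: singlicate, one well per test compound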
OXTR potentiate: potentiates the human oxytocin receptor response; P30559; CHO-OTR cells, Fluo-8 calcium fluorescence, potentiator mode; 0% = oxytocin EC15, 100% = EC100; activation, % at 3 µM; actives 0.061% (n = 320,000);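 active = activation above that plate's cutoff, the mean activation of tested compounds plus 3 SD, cut at about 6.6% in these data, passing the limit was not always enough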;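 also: 100% uses oxytocin at 75 nM as the full agonist control; some results filed as inactive read as strong as hits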
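Measured by – Fluo-8 calcium dye fluorescence · Test system – human OTR in CHO cells · Dosing – one concentration, 3.0 µM compound · Controls – EC15 oxytocin alone as 0%, 75 nM oxytocin as 100% · Evaluation – normalized max/min fluorescence ratio, % activation · Timing – 6 min pre-incubation, 100 s read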
CHO-K1 Ca PAM: nonselective activator or artifact in parental CHO-K1 calcium assay. actives 0.02% (n = 360,000). ATP EC20, Fluo-8 calcium fluorescence; 0% at ATP EC20, 100% at ATP max. activation, % at 3 µM. AID 602247;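 active = activation above the run cutoff, the mean activation of all test compounds plus 3 SD, cut at about 40% in these data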;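 also: peak over basal fluorescence ratio in a 140 s read after ATP addition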
CHO-K1 Ca antag: counter-screen for M1 antagonists: effect in parental CHO-K1 cells. ATP-induced calcium, Fluo-8 fluorescence. AID 602250. inhibition, % at 3 µM. actives 0.6% (n = 360,000);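 active = inhibition above a per-plate cutoff, the plate's mean sample inhibition plus 3 SD, cut at about 24% in these data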;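 also: 0% = DMSO plus EC80 ATP and 100% = DMSO alone without ATP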
TAAR1 ag: agonists of human TAAR1. CHO RD-HGA16 TAAR1, Fluo-8 calcium fluorescence; vehicle wells 0%, saturating PEA agonist 100%. activation, % at 3 µM. actives 0.99% (n = 360,000). Q96RJ0;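 active = activation above the mean activation of all test compounds in the run plus 3 SD, cut at about 38% in these data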
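test system = CHO RD-HGA16 cells carrying human TAAR1 plus Gα16 | schedule = 17-24 h seeding, 75 min 37 °C dye, 30 min RT | compound dosing = 3 µM single concentration | control set = DMSO and PEA EC100 | replicates = n 1 | signal = Fluo-8 fluorescence, 5 s baseline then 140 s kinetic read | measure = percent activation vs PEA EC100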
CHO parental Ca: counter-screen for OX1R antagonists: effect in parental CHO cells; parental CHO-K1, ATP-induced calcium, Fluo-8 fluorescence; inhibition, % at 5.6 µM; AID 463079; actives 0.63% (n = 330,000);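 active = inhibition above that plate's mean sample inhibition plus 3 SD, cut at about 26% in these data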;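 also: 0% = ATP-challenged DMSO wells and 100% = DMSO wells without ATP; some compounds past the cut are filed as inactive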
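Test system: untransfected parental CHO cell line. Compound: one dose, 5.6 µM nominal. Detection: intracellular calcium via Fluo-8 no-wash fluorescent dye. Measure: % inhibition. Benchmarks: ATP-challenged DMSO wells low, unchallenged DMSO wells high.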
CHO-K1 Ca ag: nonselective activator or artifact in parental CHO-K1 cells; actives 0.48% (n = 360,000); Fluo-8 calcium fluorescence; scaled to maximal ATP response, vehicle zero; activation, % at 3 µM; in the data active = activation above about 15%;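 also: untransfected CHO-K1 host cells lacking M1 receptor as counterscreen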
V1R ag counter: counter-screen for oxytocin receptor agonists: human V1a receptor agonists | activation, % at 3 µM | CHO-V1R cells, Fluo-8 calcium fluorescence, agonist mode; 0% DMSO, 100% 3 nM vasopressin | P37288 | actives 0.25% (n = 320,000) | AID 2797;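 active = activation above the mean activation of all tested compounds plus 3 SD, per screening run, cut at about 20% in these data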;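 also: signal is peak over basal fluorescence ratio across a 100 second FLIPR read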
Target sequence (P37288 whole entry, looked up): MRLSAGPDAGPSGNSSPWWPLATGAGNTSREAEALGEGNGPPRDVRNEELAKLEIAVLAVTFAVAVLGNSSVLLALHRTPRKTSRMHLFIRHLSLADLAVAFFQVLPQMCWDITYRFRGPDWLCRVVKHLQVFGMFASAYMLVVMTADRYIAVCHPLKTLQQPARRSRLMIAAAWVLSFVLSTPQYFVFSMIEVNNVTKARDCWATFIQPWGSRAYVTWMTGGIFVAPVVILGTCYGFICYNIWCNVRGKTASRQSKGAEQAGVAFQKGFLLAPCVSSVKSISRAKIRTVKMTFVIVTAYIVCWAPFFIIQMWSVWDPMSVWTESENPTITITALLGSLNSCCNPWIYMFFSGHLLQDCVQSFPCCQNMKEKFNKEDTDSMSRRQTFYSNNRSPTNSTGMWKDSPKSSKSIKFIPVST
M1 ag: activates human CHRM1 receptor; CHO-K1 hM1, Fluo-8 calcium fluorescence, agonist mode; 0% DMSO, 100% acetylcholine EC100; activation, % at 3 µM; actives 0.33% (n = 360,000); AID 588814;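 active = activation above the run's mean compound activation plus 3 SD, cut at about 16% in these data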;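 also: peak over basal fluorescence ratio within a 140 s kinetic read after compound addition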
Target sequence (P11229 whole entry, looked up): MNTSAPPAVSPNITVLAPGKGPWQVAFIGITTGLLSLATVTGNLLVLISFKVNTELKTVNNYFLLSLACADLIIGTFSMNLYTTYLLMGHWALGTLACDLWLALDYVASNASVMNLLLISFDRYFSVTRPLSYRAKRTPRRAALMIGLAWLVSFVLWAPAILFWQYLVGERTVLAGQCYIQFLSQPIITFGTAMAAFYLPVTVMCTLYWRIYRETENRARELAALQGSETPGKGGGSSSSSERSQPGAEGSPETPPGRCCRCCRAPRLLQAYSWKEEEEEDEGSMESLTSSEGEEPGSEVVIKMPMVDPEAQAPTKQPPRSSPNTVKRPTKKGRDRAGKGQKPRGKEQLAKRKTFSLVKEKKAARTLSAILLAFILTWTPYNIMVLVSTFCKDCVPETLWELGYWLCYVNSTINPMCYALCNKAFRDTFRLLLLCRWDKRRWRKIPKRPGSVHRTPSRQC
The depositor's hits bear a star; nt = not tested or not shown; & = joins results of further samples.

SMILES | TAAR1 antagonist | OXTR potentiate | CHO-K1 Ca PAM | CHO-K1 Ca antag | TAAR1 ag | CHO parental Ca | CHO-K1 Ca ag | V1R ag counter | M1 ag
O=C(c1cc(-c2ccco2)nc2ccccc12)N(Cc1nnc(-c2ccc(Cl)cc2)o1)C1CC1 | 42.4 | -3.6 | -10.5 | 5.6 | 1.9 | -8.9 | 1.9 | 0.1 | -7.8
COC(=O)c1ccc2c(c1C(=O)OC)CN(S(=O)(=O)C(C)(C)C)[C@@H]2CCO | 8.9 | nt | 15.3 | -7.7 | 0.0 | nt | 0.2 | nt | -3.5
O=C1NC[C@H](CCCCN2C[C@H](Cc3ccc(O)cc3)N(CCC3CCCCC3)C(=O)C2=O)N(CCc2ccccc2)C1=O | -7.1 | nt | -15.4 | 5.9 | 3.6 | nt | 0.2 | nt | nt
COc1ccccc1C(=O)NC(=O)COC(=O)CNC(=O)c1ccccc1F | -24.4 | -7.6 | 8.2 | -9.3 | 5.0 | 6.7 | -0.2 | 0.5 | -1.5
CCOc1ccc(CCNC(=O)c2ccc3c(=O)[nH]c4c(C(=O)NC(C)C)sc(=S)n4c3c2)cc1 | 2.0 | -10.5 | -30.6 | 7.6 | 3.4 | -12.5 | 0.2 | 3.5 | 1.5
Cc1c(C(=O)OCC(=O)N2CCN(c3ccccc3)CC2)oc2ccccc12 | 16.6 | 4.3 | -15.2 | -6.9 | 7.8 | -20.2 | -0.1 | 0.6 | -1.5
COCCNc1nnc(SCC(=O)c2cc(C)n(C3CC3)c2C)s1 | -14.4 | nt | -8.3 | 8.8 | -0.4 | nt | 0.1 | nt | -2.5
O=C(c1cc(F)ccc1F)C1CCCN(Cc2cccn2-c2ccccn2)C1 (configuration not stated) | -45.3 | -5.7 | -0.6 | -9.1 | 1.4 | -12.7 | 0.8 | -0.8 | -5.4
Cc1ccc(NC(=O)Cn2c(=O)oc3cc(S(=O)(=O)N4CCC(C)CC4)ccc32)cc1C | 18.0 | -6.2 | -4.8 | 7.5 | -2.1 | 31.9* | 3.2 | 5.7 | 0.7
O=C(NCc1ccc(F)cc1)N1CCN(C(=O)c2ccccc2)CC1 | 13.4 | 0.8 | 17.0 | -18.2 | 0.2 | -11.2 | 0.6 | 0.7 | -4.7

In a second layout: results already given.
Under each structure – TAAR1 antagonist, OXTR potentiate, CHO-K1 Ca PAM, CHO-K1 Ca antag, TAAR1 ag, CHO parental Ca, CHO-K1 Ca ag, V1R ag counter, M1 ag
CCOc1ccc(CCNC(=O)c2ccc3c(=O)[nH]c4c(C(=O)NC(C)C)sc(=S)n4c3c2)cc1
 : 2.0, -10.5, -30.6, 7.6, 3.4, -12.5, 0.2, 3.5, 1.5
Cc1c(C(=O)OCC(=O)N2CCN(c3ccccc3)CC2)oc2ccccc12
 : 16.6, 4.3, -15.2, -6.9, 7.8, -20.2, -0.1, 0.6, -1.5

The list continues.
SMILES | TAAR1 antagonist | OXTR potentiate | CHO-K1 Ca PAM | CHO-K1 Ca antag | TAAR1 ag | CHO parental Ca | CHO-K1 Ca ag | V1R ag counter | M1 ag
O=C(NC12CC3CC(CC(C3)C1)C2)c1ccc(-c2ccc(Br)cc2)o1 | -12.1 | -12.4 | -4.5 | -9.1 | -1.4 | -40.2 | -0.3 | 0.0 | 4.6
CCOc1ccc(-c2csc(C3COc4ccccc4O3)n2)cc1 (configuration not stated) | -5.4 | -8.0 | 16.6 | -22.4 | 2.6 | -7.0 | 0.7 | 0.8 | -3.9
C[C@@H]1CN([C@@H](C)CO)C(=O)CCCn2nncc2CO[C@@H]1CN(C)S(=O)(=O)c1ccc(Oc2ccccc2)nc1 | -4.8 | nt | 1.1 | 7.7 | 0.7 | nt | -0.1 | nt | -9.8
Cc1ccc(O)c(NC(=S)NC(=O)COc2ccc(Br)cc2)c1 | 98.5* | -37.1 | 20.7 | 18.5 | 107.9* | 58.4* | 14.9 | 56.0* | 33.4*
Cc1ccc(-c2noc(CC(c3ccccc3)c3ccccc3)n2)cc1 | -5.4 | -18.4 | 17.4 | -25.5 | -0.4 | -27.2 | 0.3 | 1.9 | -1.5
O=C(NC1CCC(O)CC1)C1CCN(S(=O)(=O)c2c(Cl)cccc2Cl)CC1 (configuration not stated) | 6.0 | -7.7 | 17.4 | -15.4 | -0.9 | -3.2 | 0.6 | 0.7 | -5.2
CCCN(CCC)C(=S)NC(=O)c1ccc(Cl)cc1Cl | -7.6 | -7.2 | -3.3 | -24.2 | 10.5 | -21.0 | -0.1 | -1.7 | -7.4
CCOc1cccc(/C(O)=C2/C(=O)C(=O)N(CCN3CCOCC3)C2c2cccnc2)c1 (configuration not stated) | -0.3 | 1.5 | 10.2 | -8.9 | 5.5 | -0.3 | -0.3 | 0.9 | -1.4
CN1CCN(C(=O)CSc2nc(-c3ccco3)cc(C(F)(F)F)n2)CC1 | 16.4 | -2.5 | -8.9 | 4.9 | 11.8 | -11.0 | 0.1 | 1.2 | -6.4
O=C(CN(Cc1ccccc1)C(=O)CCC(=O)Nc1ccccn1)NCc1ccc(F)cc1 | -10.0 | -4.4 | 2.7 | -14.3 | 5.6 | -16.5 | 4.3 | 1.6 | -0.5
O=C(Nc1nccs1)c1ccc(S(=O)(=O)NCC2CCCCC2)cc1 | 31.5 | -13.9 | 6.1 | 6.9 | 7.2 | 2.0 | 9.1 | 4.7 | -4.3
CC(C)NC(=O)N(C)C[C@H]1OCCCC[C@@H](C)Oc2ccc(NC(=O)C3CCCCC3)cc2C(=O)N([C@H](C)CO)C[C@@H]1C | -1.3 | nt | -10.6 | 10.0 | 1.4 | nt | -0.5 | nt | -1.8
O=S(=O)(Nc1ccc(-c2ccc(N3CCOCC3)nn2)cc1)c1cc(Cl)ccc1Cl | 25.9 | -22.7 | 0.6 | 0.3 | 6.7 | 3.7 | 3.5 | 4.2 | -2.0
COc1ccc(CCn2c(C)cc(C(=O)CSc3nnnn3-c3ccccc3)c2C)cc1OC | 49.6* | -3.9 | 21.1 | -13.9 | 8.0 | -23.4 | 1.8 | 0.1 | -6.5
CCC(C)c1ccccc1OCCCCN1CCCC1 (configuration not stated) | -11.2 | -3.2 | 21.6 | -9.3 | 16.5 | -14.1 | 1.9 | 0.6 | -8.6
Cc1cc(C)n2nc(C(=O)N/N=C/c3c4ccccc4cc4ccccc34)nc2n1 | 7.8 | 0.5 | 5.5 | 3.8 | 6.1 | -15.4 | 2.4 | 0.8 | -10.3
Cc1cc(Br)cc(C)c1NC(=O)c1ccccc1[N+](=O)[O-] | -9.3 | -7.0 | -5.9 | 4.0 | 15.4 | -13.6 | 2.2 | 0.4 | -3.9
Cc1ccc(CNC(=O)c2ccc(C)c(S(=O)(=O)N3CCCCC3)c2)cc1 | -13.8 | -11.2 | 0.6 | -13.2 | -1.6 | -22.8 | 0.7 | -0.5 | -5.3
FC(F)c1nnc2ccc(Cl)nn12 | 1.1 | 2.0 | 2.8 | -28.1 | 6.9 | 7.5 | 0.3 | 0.6 | -3.9
CC(C(=O)c1ccc(Br)cc1)[n+]1cccc(NC(=O)c2ccccc2)c1 (configuration not stated) | 6.5 | -6.9 | 19.6 | 0.7 | 10.5 | 4.6 | 10.8 | -0.3 | -10.7
Cc1ccc(OCCSc2ncnc3sc(C)c(C)c23)cc1C | -3.6 | -1.5 | 14.7 | -2.3 | 6.3 | -19.1 | 0.2 | 1.2 | -3.5
COc1cccc(/C=N/NC(=O)CSCC(=O)Nc2ccccc2)c1O | -0.4 | -3.9 | 9.7 | -29.1 | 7.3 | -15.6 | 1.6 | 0.9 | -0.7
O=C(C(=O)N1CCN(c2cccc(Cl)c2)CC1)N1CCCCC1 | -5.9 | -3.6 | -15.3 | 21.8 | 8.8 | -10.0 | 0.1 | 1.9 | -3.8
CCN(C(=O)CN1CCN(S(=O)(=O)c2cc(Cl)ccc2Cl)CC1)c1c(N)n(Cc2ccccc2)c(=O)[nH]c1=O | 7.7 | -1.5 | 16.9 | -8.0 | 2.8 | -1.5 | -0.1 | 1.3 | -3.5
Cn1c(=O)[nH]c(=O)c2c1nc(N1CCOCC1)n2CCCSc1ncccn1 | 8.7 | -5.8 | -0.1 | -5.7 | -0.3 | 0.5 | 15.6* | -0.4 | -2.9
C=CCNC(=O)c1onc(CSc2ccc(C)c(C)c2)c1C(=O)O | 5.5 | -3.2 | 8.7 | -16.0 | 3.8 | -0.9 | 0.8 | 0.6 | 2.9
Cc1ccc(C(=O)Nc2cccc(C(F)(F)F)c2)cc1NC(=O)c1ccno1 | 8.8&8.1 | -5.0 | 14.7&15.0 | -1.4&-11.7 | 5.7&5.2 | -15.9 | 4.6&2.5 | 2.1 | -1.8&-3.5
Cc1cc(N2CCN(C)CC2)nc2ccc(NC(=O)CCC(=O)NCCC3=CCCCC3)cc12 | 4.7 | -4.5 | 7.1 | -9.2 | 8.0 | -15.2 | 0.0 | -0.6 | -6.0
CCN(c1ccccc1)S(=O)(=O)c1nnc(NC(=O)CC(C)C)s1 | 6.7 | -3.3 | -21.9 | 19.9 | -0.2 | -9.6 | -0.2 | 0.2 | -2.6
Cc1cccc(C)c1N=C1NN=C(c2ccccc2F)CS1 | -0.6 | -6.8 | 20.9 | -4.0 | 12.0 | -20.1 | 3.5 | 2.5 | -2.6
CC1CCN(C(=O)CC#N)CC1 | -6.4 | 0.9 | -16.1 | 5.4 | 20.9 | 0.1 | 0.0 | 1.2 | -2.2
COc1cc(CCC(=O)OCC(=O)c2ccc[nH]2)cc(OC)c1OC | 25.8 | -7.4 | 8.2 | -1.3 | 0.1 | -10.7 | -0.2 | 0.7 | -0.7
COCCn1nnnc1C(c1ccccc1OC)N1CCN(c2ccccc2)CC1 (configuration not stated) | 5.4 | -2.1 | 14.4 | -6.2 | 2.5 | -27.2 | 0.7 | -0.3 | -3.1

Looked up by structure from above (3):
SMILES | TAAR1 antagonist | OXTR potentiate | CHO-K1 Ca PAM | CHO-K1 Ca antag | TAAR1 ag | CHO parental Ca | CHO-K1 Ca ag | V1R ag counter | M1 ag
CCOc1ccc(-c2csc(C3COc4ccccc4O3)n2)cc1 (configuration not stated) | -5.4 | -8.0 | 16.6 | -22.4 | 2.6 | -7.0 | 0.7 | 0.8 | -3.9
Cc1ccc(O)c(NC(=S)NC(=O)COc2ccc(Br)cc2)c1 | 98.5* | -37.1 | 20.7 | 18.5 | 107.9* | 58.4* | 14.9 | 56.0* | 33.4*
O=C(c1cc(-c2ccco2)nc2ccccc12)N(Cc1nnc(-c2ccc(Cl)cc2)o1)C1CC1 | 42.4 | -3.6 | -10.5 | 5.6 | 1.9 | -8.9 | 1.9 | 0.1 | -7.8
